PPC-1+TRAIL kill: compounds killing PPC-1 cancer cells with TRAIL present (potentiator screen, no TRAIL-free arm); PPC-1 cells + TRAIL, ATPLite viability luminescence; actives 0.41% (n = 220,000); AID 1443; cell killing (% activity), % at 4 µM;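 active = cell killing above 50% in the first pass at 4 µM, then a duplicate retest at 5 µM averaging 50% or more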;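 note: plate controls were cells with TRAIL plus DMSO for no effect and medium-only wells lacking cells for full effect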
MDM2 E3 inh: inhibitors of human Mdm2 E3 ubiquitin ligase; Q00987; cell-based MDM2 ubiquitination luciferase reporter, 2 h; 0 = plate control, 100 = twice control, blank-subtracted; signal enhancement, % at 5 µM; actives 0.11% (n = 210,000); AID 1230;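 active = signal enhancement of 30% or more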;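 note: luminescence tracks abundance of the self-degrading MDM2-luciferase fusion protein; higher signal means inhibition of MDM2 E3 ligase activity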
Target sequence (Q00987 whole entry, looked up, the tested form may be a part): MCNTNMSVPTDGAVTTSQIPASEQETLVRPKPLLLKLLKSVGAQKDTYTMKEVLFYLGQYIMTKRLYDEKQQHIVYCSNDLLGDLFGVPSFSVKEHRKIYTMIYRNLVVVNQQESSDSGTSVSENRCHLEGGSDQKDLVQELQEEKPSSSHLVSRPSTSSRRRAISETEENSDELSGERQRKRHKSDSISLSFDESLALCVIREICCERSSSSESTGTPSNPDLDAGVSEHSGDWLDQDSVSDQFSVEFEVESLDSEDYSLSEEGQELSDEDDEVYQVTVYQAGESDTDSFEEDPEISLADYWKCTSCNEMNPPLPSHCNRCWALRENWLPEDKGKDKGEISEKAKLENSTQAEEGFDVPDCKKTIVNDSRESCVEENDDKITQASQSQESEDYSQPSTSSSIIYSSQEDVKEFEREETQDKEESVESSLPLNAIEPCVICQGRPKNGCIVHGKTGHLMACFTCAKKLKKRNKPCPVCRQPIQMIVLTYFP
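Material: Stable MDM2–luciferase fusion reporter cells | Amount: 2000 cells seeded into each well | Dosing: One concentration, 5 µM, with 0.2% DMSO | Incubation: 4 h cell settling then 2 h compound exposure, 37 °C | Measured by: Luciferase luminescence | Read-out basis: % enhancement relative to plate controls after blank subtraction | Benchmarks: Control and blank well means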
CHOP inhibitor: CHOP inhibition in unfolded protein response | CHO-K1 CHOP-promoter luciferase, tunicamycin-induced, 15-18 h | inhibition, % at 10 µM | actives 3.8% (n = 220,000) | AID 2732;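 active = compounds that reduced the stress-induced luciferase reporter signal by more than about 70% of percent inhibition, limit read from the data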;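 note: 0% = tunicamycin plus vehicle and 100% = wells without tunicamycin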
p47phox inh: inhibitors of human p47phox binding. p47phox/p22phox peptide binding, fluorescence polarization, 2 h. P14598. AID 1274. actives 0.53% (n = 220,000). inhibition, % at 24.7 µM;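 active = inhibition above about 30%, limit read from the data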;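 note: 0% = p47phox with labelled peptide and 100% = labelled peptide alone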
TNF death inh: inhibitors of TNF-alpha induced necroptosis in Jurkat FADD-/- cells. actives 0.068% (n = 220,000). Jurkat FADD-/- TNF necroptosis rescue, ATP luminescence, 24 h; 0 = TNF only, 100 = no-TNF cells. activation (protection from cell death), % at 10 µM;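 active = activation, meaning protection from cell death, of at least 50% relative to plate controls; inactive = activation below 50%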;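 note: necroptosis triggered by 40 ng/mL TNF-alpha added together with compound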
TRPN1 ag: activates the zebrafish TRPN1 channel; HEK293 zebrafish TRPN1-YFP, Fluo-8 calcium fluorescence; 100% = response to 87 µM carbachol; activation, % at 3 µM; actives 0.18% (n = 220,000);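 active = activation above its plate's cutoff, the mean activation of test wells on that plate plus 3 SD, cut at about 19% in these data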;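 note: 0% = DMSO alone and 100% = 87 µM carbachol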
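Material: zebrafish TRPN1-YFP in HEK293 cells. Doses: one dose of 3 µM, 0.3% DMSO. Incubation: dye 1 h 37 °C plus 30 min RT. Measured by: intracellular calcium fluorescence with Fluo-8.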
Runt-SMMHC FRET: Runt domain-CBFb-SMMHC interaction inhibition | Cerulean-Runt/Venus-CBFb-SMMHC FRET ratio 530/480, 1 h | inhibition, % at 20 µM | actives 0.74% (n = 220,000) | AID 1434;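 active = mean inhibition across duplicate retests at 20 µM reaching about 50%, limit read from the data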;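 note: 0% = DMSO wells and 100% = wells with excess untagged CBFb-SMMHC; inhibitors lower the FRET ratio by blocking Runt binding to CBFb-SMMHC; some results filed as inactive read as strong as hits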
EBV gp42 inh: EBV gp42 inhibition | Q1HVG2 | Fluorescence polarization binding assay, mP read-out | inhibition, % (tested at 21.74 µM) | actives 0.42% (n = 220,000) | AID 1085; in the data active = inhibition above about 50%
Target sequence (Q1HVG2 whole entry, looked up): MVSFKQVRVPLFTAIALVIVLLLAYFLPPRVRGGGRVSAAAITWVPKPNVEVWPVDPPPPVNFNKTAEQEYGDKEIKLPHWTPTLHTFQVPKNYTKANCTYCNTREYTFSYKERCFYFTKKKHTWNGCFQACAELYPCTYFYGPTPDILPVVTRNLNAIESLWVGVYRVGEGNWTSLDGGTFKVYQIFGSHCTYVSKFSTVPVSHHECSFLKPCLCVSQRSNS
TRPML3 agonist: activates the human TRPML3 channel; Q8TDD5; HEK293 TRPML3-YFP, Fluo-8 calcium fluorescence; 100% = the carbachol control signal; activation, % at 3 µM; actives 0.29% (n = 220,000); AID 1448;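 active = activation above its plate's cutoff, the mean activation of the plate's test wells plus 3 SD, cut at about 12% in these data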;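 note: 0% = DMSO only wells and 100% = carbachol wells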
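Material: TRPML3-YFP stable HEK293 cells | Dosing: One concentration, 3 µM nominal, 0.3% DMSO | Timing: 125 s total fluorescence read per well | Technique: Fluo-8 calcium dye fluorescence, ex 470-495, em 515-575 nm | Measure: Percent activation from peak-to-basal fluorescence ratio, scaled between DMSO and carbachol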
Active calls of the source: *; / = no result given; [ ] = remark or other dose.

structure,TNF death inh,CHOP inhibitor,Runt-SMMHC FRET,PPC-1+TRAIL kill,p47phox inh,EBV gp42 inh,TRPML3 agonist,TRPN1 ag,MDM2 E3 inh
C=CCOC(=O)C(C#N)c1nc2ccccc2nc1N1CCN(Cc2ccc3c(c2)OCO3)CC1 (centres undefined),2.8,35.6,43.9,28.9,-43.2,2.1,0.2,-0.1,-9.0
CCOC(=S)SCC(=O)Nc1nccs1,-5.3,-38.1,8.2,-7.6,5.0,-5.8,0.4,-1.3,-2.3
O=C(Nc1cc(S(=O)(=O)N2CCOCC2)ccc1N1CCCC1)C1CC1,0.6,-9.3,0.8,8.3,-6.4,-7.1,0.2,0.7,-1.1
Cc1ccc(S(=O)(=O)N2CCN(CC(=O)N/N=C/c3cc([N+](=O)[O-])ccc3Cl)CC2)cc1,4.6,-13.8,-3.4,39.3,-6.2,1.7,-0.3,-1.6,-4.6
CCOc1ccc(N/C(=N/c2nc(C)cc(C)n2)NC(C)=O)cc1,0.0,0.5,-1.4,-9.9,-6.3,-9.7,-0.1,1.6,/
Cn1c(/C=C/c2ccccc2)nc2ccccc21,-7.7,59.8,4.3,80.5*[5 µM],6.5,-5.3,0.1,-1.1,-75.2
CCOC(=O)c1cnn(Cc2cccc(Cl)c2)c1C,1.3,9.6,-3.2,49.0,3.2,0.5,-0.5,-1.1,-3.5
Cn1cc(Br)c(C(=O)NC2C3CC4CC(C3)CC2C4)n1 (centres undefined),-1.1,-22.9,0.0,16.7,-15.9,-8.9,0.7,-1.0,/
COc1ccc(C(=S)NCS(=O)(=O)c2ccc(C)cc2)cc1,0.3,47.8,4.8,16.7,-8.0,8.3,-0.2,0.1,-2.2
COCCn1c(Cc2ccccc2)nnc1SCC(=O)Nc1ccccc1,1.3,-9.5,-1.4,1.6,-2.3,-6.8,0.2,-0.6,-10.7
COC(=O)C1=C(C)NC2=C(C(=O)CCC2)C1c1ccc(-c2ccsc2C(=O)OC)o1 (centres undefined),0.6,9.2,0.2,16.3,-17.5,-7.9,0.2,1.3,-3.3
Cc1ccc(S(=O)(=O)NNC(=S)Nc2cccc(F)c2)cc1,-1.1,17.8,-0.9,9.4,-14.1,-2.9,0.1,-1.4,-9.2
COc1ccc(/C=C(\NC(=O)c2ccc(C)cc2)C(=O)Nc2c(C)n(C)n(-c3ccccc3)c2=O)cc1,0.0,-3.2,0.3,12.2,6.3,-13.8,0.0,-0.9,-4.3
O=C(NCCN1CCOCC1)c1cc(Sc2ccccc2Cl)nc2ccccc12,4.5,2.9,-3.3,-2.4,4.5,-0.1,-0.1,-2.2,-6.9
Cc1ccc(NC(=S)NC2CC3CCC(C2)N3Cc2ccco2)c(C)c1 (centres undefined),-8.1,0.0,0.3,2.9,37.5*,-8.0,0.3,-0.6,0.6
CSC1=C(C#N)C(CC(C)C)C2=C(CCCC2=O)N1 (centres undefined),-2.8,-5.9,6.5,-5.7,0.6,-1.3,-0.2,-1.4,2.4
CCCCCCNC(=O)c1cc(-c2ccco2)nc2ccccc12,-2.1,31.9,15.8,9.8,-23.5,-1.4,-0.6,-1.1,-11.3
Cc1ccc2c(Cl)c(C(=O)Nc3ccc4c(c3)OCO4)sc2c1,0.2,-3.0,-0.8,35.6,-11.3,2.4,1.3,-1.2,-9.2
O=C(NCc1ccncc1)Nc1ccc(F)cc1,0.6,28.7,-1.3,14.7,-6.8,-8.9,0.6,-1.6,5.1
O=C(NC1CCCC1)C1C2C=CC(C2)C1C(=O)N1CCOCC1 (centres undefined),-2.8,19.4,0.6,2.7,4.2,-10.2,0.2,0.8,-9.4
O=C(O)c1cccc(CSc2nnc(COc3ccccc3)o2)c1,0.6,52.0,-2.0,13.5,3.2,7.4,0.4,0.6,-21.2
CC1CCN(c2nc3c(c(=O)n(C)c(=O)n3C)n2Cc2ccccc2)CC1,-2.5,51.7,-3.2,15.1,-3.7,-5.8,-1.4,-2.7,-18.4
Cc1ccc(CNC(=O)c2ccccc2SCC(=O)NCC2CCCCC2)cc1,0.9,30.6,-0.1,21.9,-3.8,-36.9,-0.2,-0.9,-12.3
CN(C)S(=O)(=O)N1CCN(c2cc(Cl)ccc2Cl)CC1,-0.9,50.3,-2.6,36.2,-2.7,-5.8,16.2*,-1.0,12.8
CNC(=O)COC(=O)c1ccc(OCC(=O)Nc2ccccc2OC)c(OC)c1,-0.1,-11.7,0.4,2.3,-0.2,-2.7,1.0,0.7,-11.0
COc1ccc(NC(=O)CCC2COc3ccccc3O2)c(OC)c1 (centres undefined),-1.3,10.8,-0.8,-16.9,-6.2,-23.6,-0.9,0.5,-3.6
Cc1nc(N)sc1-c1nnc(SCC(=O)Nc2ccccc2C(F)(F)F)n1C,-0.1,-5.3,-0.7,7.0,3.0,9.6,0.0,0.8,-21.7
C/C(=C\c1cc(C(=O)O)c(C)o1)CO,-0.4,-2.5,2.0,18.9,-11.4,-8.7,0.1,-0.2,-5.7
COc1cccc(-c2nc3n(n2)C(c2ccc4c(c2)OCO4)C(C(N)=O)=C(C)N3)c1 (centres undefined),5.0,7.4,-9.2,24.3,-21.2,-1.5,0.0,0.4,-6.8
CCOc1ccc2nc(SCC(=O)N3c4ccccc4Sc4ccccc43)c(C#N)cc2c1,-0.4,-2.3,-6.7,15.0,-66.4,-48.1,0.7,-0.7,6.3
Cc1ccc(N/C=C(\C2OC(=O)c3ccccc32)[N+](=O)[O-])c(C)c1 (centres undefined),-10.7,4.4,5.4,30.0,-9.2,-4.3,0.9,1.2,2.7
CCCc1nc2oc3c(OC)ncnc3c2c2c1COC(C)(C)C2,-1.2,81.9*,-1.5,-1.0,3.4,-5.1,0.5,0.5,-10.4
CCOC(=O)CC(=O)CSc1ccc2nnc(-c3ccc(C)cc3)n2n1,-0.9,-1.2,2.5,-8.4,-1.8,-14.3,0.0,0.9,-6.1
Cc1cccc(-c2noc(-c3ccc(F)cc3)n2)c1,-0.8,12.0,-1.7,18.7,-4.0,-14.3,0.7,-0.1,-48.9
Cn1c(SCC(=O)N2CCCC2=O)nc2ccccc21,0.1,49.2,-1.0,0.6,0.5,-6.1,0.5,-0.1,-4.2
CCCc1cc(=O)[nH]c(SCC(=O)Nc2ncc(S(=O)(=O)c3ccc([N+](=O)[O-])cc3)s2)n1,0.4,1.9,-1.9,11.6,4.4,-4.7,0.7,-0.1,-4.8
CC12CCC(=O)N1C(C(=O)OCC(=O)Nc1sccc1C#N)CS2 (centres undefined),-1.2,-24.3,-4.5,2.4,-19.6,2.3,1.5,2.9,-13.8
CCCCN1C(=O)C(O)(CC(=O)c2ccccn2)c2ccccc21 (centres undefined),0.9,4.3,1.7,-5.6,-3.1,-10.8,0.4,0.0,-8.2
COc1ccc(-c2cc(-c3ccc(OC)cc3)c(C#N)c(SC)n2)cc1,-0.4,-9.2,6.9,3.0,-16.3,-16.2,1.0,-0.7,-2.8
CC1CCCCN1C(=O)CCS(=O)(=O)c1cccc2nonc12 (centres undefined),-0.8,-13.4,1.3,9.0,2.5,-6.3,-0.5,1.5,1.8
COc1cc(OC)cc(C(=O)Nc2ccc(S(=O)(=O)Nc3nc(C)cc(C)n3)cc2)c1,-0.4,10.5,-5.1,14.7,6.4,6.5,0.2,-0.2,-5.1
O=[n+]1cc(-c2ccccc2)n([O-])c2c1CCCCC2,2.5,13.9,3.2,26.4,-2.6,-7.3,0.3,0.2,-19.6
CCOC(=O)c1sc2nc(CC(=O)OC)nc(N3CCN(c4ccccn4)CC3)c2c1C,-1.3,55.3,-13.1,22.4,-12.3,-8.7,0.1,-1.1,-31.1
OCCN(Cc1ccccc1)CC1CCCCC1,0.0,12.5,2.2,11.6,-11.9,-28.3,1.4,-1.6,0.2
C/C(=N\NC(=O)c1ccc(F)cc1)c1cccc(NC(=O)c2ccco2)c1,-3.4,-42.8,-5.8,17.5,-2.9,-16.4,-0.3,-1.2,-5.3
CC1=C(C(=O)OC(C)C)C(c2ccc(C)o2)C(C(=O)OC(C)C)=C(C)N1,6.1,19.1,-2.0,12.7,-9.8,-16.2,-1.9,-1.4,-7.4
Cc1cc(-c2nnc(SCC(=O)Nc3ccccc3Cl)n2C)no1,0.1,-3.0,-0.5,-4.2,-5.5,-7.3,0.4,0.4,-5.6
CN(C(=O)Cc1noc2ccccc12)c1ccccc1,4.2,7.9,-7.3,27.2,-2.3,-8.3,0.9,0.8,-4.8

Some of these compounds in order of molar mass, largest number first.
structure,TNF death inh,CHOP inhibitor,Runt-SMMHC FRET,PPC-1+TRAIL kill,p47phox inh,EBV gp42 inh,TRPML3 agonist,TRPN1 ag,MDM2 E3 inh
CCOC(=O)c1sc2nc(CC(=O)OC)nc(N3CCN(c4ccccn4)CC3)c2c1C,-1.3,55.3,-13.1,22.4,-12.3,-8.7,0.1,-1.1,-31.1
COc1ccc(-c2cc(-c3ccc(OC)cc3)c(C#N)c(SC)n2)cc1,-0.4,-9.2,6.9,3.0,-16.3,-16.2,1.0,-0.7,-2.8
O=[n+]1cc(-c2ccccc2)n([O-])c2c1CCCCC2,2.5,13.9,3.2,26.4,-2.6,-7.3,0.3,0.2,-19.6

Next section
structure,TNF death inh,CHOP inhibitor,Runt-SMMHC FRET,PPC-1+TRAIL kill,p47phox inh,EBV gp42 inh,TRPML3 agonist,TRPN1 ag,MDM2 E3 inh
COc1ccc(C(=O)Oc2cccnc2)cc1,0.1,-15.6,1.0,-7.5,3.1,0.0,0.7,-0.3,-9.5
CN1C(c2ccc(F)cc2)=CS/C1=C(/C#N)c1nnc(N2CCOCC2)n1-c1ccccc1,2.6,10.8,3.4,18.9,-6.8,2.9,0.9,0.1,5.4
O=C(c1ccc(Cl)cc1)c1c[nH]c(C(=O)C(Cl)(Cl)Cl)c1,-22.3,36.2,2.3,22.9,-3.0,-8.0,0.1,-0.3,-4.5
CCOCCCNC(C(=O)Nc1ccc(OC)c(Cl)c1)c1ccccc1 (centres undefined),4.5,29.7,-1.0,5.7,7.3,1.3,-0.5,0.1,-1.2
N[C@@H](Cc1ccccc1)c1nnc2sc(SCc3ccccc3)nn12,-2.7,43.9,-0.7,29.1,-7.8,-17.1,0.3,0.2,-10.7
O=C(OCC(=O)N1CCCC1)c1cncc(Br)c1,-1.8,26.9,1.2,3.8,-13.0,-11.9,0.4,0.3,-21.0
C/C(Cl)=C\Cn1c(NCCc2ccccc2)nc2c1c(=O)n(C)c(=O)n2C,-3.9,65.2,-8.4,8.2,-6.9,-0.7,0.3,-0.3,-11.6
COc1ccc(CCNC(=O)CCc2ccc(S(=O)(=O)NC(C)C)cc2)cc1,-0.8,43.8,0.9,21.3,-2.5,-6.9,-0.8,1.5,-89.9
O=C1OC(NC(=O)c2ccccc2)C(N2CCOCC2)=C1Cl (centres undefined),0.5,47.4,44.7,3.2,-8.9,-10.3,0.8,-0.8,1.2
